Compound activity deposited in PubChem by several laboratories.
Spn DPM-DC inh: S. pneumoniae DPM-DC inhibition | purified DPM-DC, PK/LDH coupled NADH fluorescence | calls only at 10 µM | 0.49% of 65,000 active | AID 556;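 active means the 320 compounds with the highest percent inhibition in the single-dose primary screen, excluding strongly autofluorescent ones, cut at about 32% in these data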;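 further: kinetic rate of NADH fluorescence loss reporting ADP formed by the decarboxylase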
PMK inhibit: blocks S. pneumoniae phosphomevalonate kinase | inhibition, % at 10 µM | 0.49% of 65,000 active | purified PMK, PK/LDH-coupled NADH absorbance 340 nm | AID 539;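 active means top-ranked compounds by inhibition in the single 10 µM screen, taking a fixed number of the strongest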;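 further: 0% = full reaction with DMSO carrier and 100% = background rate without enzyme reaction; no value below 0 was filed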
Spn MK inh: inhibitors of Streptococcus pneumoniae mevalonate kinase | purified MK, PK/LDH-coupled NADH absorbance 340 nm | inhibition, % at 10 µM | 0.48% of 65,000 active;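 active means ranked among the strongest by inhibition in the single 10 µM screen, a fixed top-ranked set picked for dose follow-up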; further: no value below 0 was filed
HPDE-C7 cytotoxicity: cytotoxicity in HPDE-C7 cells, cell-based, fluorescence, HTS (AID 430); HPDE-C7 pancreatic duct cells viability, fluorescence; higher % means a stronger effect; cytotoxicity, % at 10 µM, or EC50 in µM where a hit was titrated; 1.8% of 63,000 active;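 further: cells exposed to compound for 48 hours before viability readout; 0% = vehicle and 100% = reference cytotoxic drug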
TNAP inhibition: inhibition of tissue-nonspecific alkaline phosphatase – biochemical, luminescent (AID 518). 0.09% of 64,000 active. one-dose inhibition, % at 20 µM; IC50 in µM for titrated hits. purified TNAP enzyme, luminescent substrate readout; higher % means a stronger effect; in the data active means a potency from the dose series; inactive means the rest, 99 in 100 with inhibition below about 22%;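 further: plate controls were vehicle for no effect and reference inhibitor for full effect; many of its hits are not listed in these tables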
Bfl-1 inhibitors: Bfl-1 inhibitors, primary screen, biochemical, fluorescence polarization, FITC-Bid, mouse (AID 432) | FITC-Bid BH3 peptide fluorescence polarization displacement; higher % means a stronger effect | displacement, % at 20 µM, or IC50 in µM where a hit was titrated | 0.02% of 64,000 active; in the data active means a potency from the dose series; inactive means the rest, 99 in 100 with displacement below about 15%; further: strong numbers were not always called active
HT1080 cytotoxicity: HT1080 cell viability loss – fluorescence readout (AID 620); HT1080 viability, fluorescence; higher % means a stronger effect; one-dose cytotoxicity, % at 10 µM; EC50 in µM for titrated hits; 0.42% of 87,000 active;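 further: cells exposed to compound overnight then 4 h with Alamar Blue; 0% = vehicle DMSO and 100% = killing control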
LYP phosphatase: inhibition of human PTPN22 tyrosine phosphatase – biochemical, DiFMUP fluorescence, recombinant catalytic domain, 10 µM, primary screen (AID 606); recombinant LYP catalytic domain, DiFMUP fluorescence; higher % means a stronger effect; inhibition, % at 10 µM, or IC50 in µM where a hit was titrated; 52,000 tested, under 10 active;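 active means IC50 under 40 µM in the dose-response test; inactive means IC50 of 40 µM or more, or never dose-tested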
HPDE-C7K KRASV12: viability loss of HPDE-C7K cells – cell-based, fluorescence, HTS, primary screen (AID 431) | HPDE-C7K KRASV12 cells, Alamar Blue viability, 48 h; higher % means a stronger effect | 1.7% of 63,000 active | cytotoxicity, % at 10 µM, or EC50 in µM where a hit was titrated;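 active means compounds whose percent cytotoxicity in the single-dose primary screen, scaled between solvent and toxic-drug controls, exceeds 50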;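 further: 0% = DMSO solvent wells and 100% = doxorubicin-treated wells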
PMK inhibit pilot replicates: further read-out of PMK inhibit, marked with its call; inhibition, %; measured here: pilot screen replicates
Spn MK inh pilot replicates: also measured in Spn MK inh; calls as there; inhibition, %; measured here: pilot screen replicates
Spn DPM-DC inh pilot screen %: also measured in Spn DPM-DC inh; calls as there; inhibition, %; measured here: pilot screen trials
Starred values were filed as active, the others as inactive; i = inactive; . = not tested or not shown; + = active, no number. Unless noted, no stated cut-off is given here; in the data, active means cytotoxicity above about 50%; inactive means the rest.

SMILES	Spn DPM-DC inh	PMK inhibit	Spn MK inh	HPDE-C7 cytotoxicity	TNAP inhibition	Bfl-1 inhibitors	HT1080 cytotoxicity	LYP phosphatase	HPDE-C7K KRASV12	others
O=C(Nc1ccc2nc(C3CC3)n(Cc3ccc(F)cc3)c(=O)c2c1)c1ccco1	i	17	7	6%	10%	-9%	-19%	.	17%
COC(=O)c1ccc2c(c1)NC1=C(C(=O)CC(C)(C)C1)C(c1ccncc1)N2 (stereo unspecified)	i	17	3	-8%	-4%	-24%	.	-1%	-13%
Cc1cc(C)nc(NCC(O)COc2ccccc2C)n1 (stereo unspecified)	i	8	9	-7%	18%	-13%	4%	.	-16%
COc1cc(OC)cc(-c2nnc(SCc3cccnc3)o2)c1	i	15	2	19%	8%	-8%	-16%	-5%	31%
O=C(CN1CCN(c2ccccn2)CC1)N1c2ccccc2CCc2ccccc21	i	6	4	-17%	6%	-3%	-1%	.	-4%	PMK inhibit pilot replicates=2.0;Spn MK inh pilot replicates=0.0;Spn DPM-DC inh pilot screen %=1.5
Cc1cc2cc(CN(CC3CCCO3)C(=O)c3cnccn3)c(=O)[nH]c2cc1C (stereo unspecified)	i	10	5	2%	15%	-8%	14%	4%	13%	PMK inhibit pilot replicates=0.0;Spn MK inh pilot replicates=0.0;Spn DPM-DC inh pilot screen %=0.0
CCOc1ccc(Br)cc1-c1noc(-c2cccs2)n1	i	0	4	2%	6%	-13%	-4%	13%	-6%
CCOC(=O)c1cc(-c2ccc(C)o2)nn1CCC#N	i	12	0	.	6%	-6%	0%	5%	.
O=C(CSc1ncnc2c1nnn2-c1ccc(F)cc1)NCc1ccco1	i	0	1	-22%	6%	-8%	0%	3%	-20%
CN(C)CCCCCNCCCNC(=O)/C=N\O	i	0	0	-10%	6%	-10%	-2%	13%	-2%
O=C(N[C@@H](Cc1ccccc1)C(=O)O)c1cccnc1	i	2	1	-9%	-2%	-6%	1%	11%	3%
CC1(C)Oc2ccc3ccc(=O)oc3c2/C(=C/NCCO)C1=O	i	14	1	-5%	5%	2%	19%	.	-4%
O=S(=O)(N[C@@H]1C[C@H]2CC[C@@H]1C2)c1cccs1	i	20	1	-7%	14%	1%	-6%	.	-8%
CCCCOc1ccccc1C1NC(=O)NC(C)=C1C(=O)OCCOCC (stereo unspecified)	i	6	9	4%	5%	-2%	2%	-7%	2%
OC(COc1ccc2c(c1)CCC2)CN1CCN(c2ccccc2F)CC1 (stereo unspecified)	i	3	0	.	11%	4%	7%	8%	.
O=C(Nc1ccc2c(c1)ncn2C1CCCCC1)c1ccco1	i	11	4	10%	9%	-2%	-1%	8%	19%
Cc1ccc(NC(=O)CN(c2cc(C)cc(C)c2)S(=O)(=O)c2c(C)noc2C)nc1	i	14	5	-7%	11%	-3%	-5%	10%	0%
CCCCCn1c(CCNC(=O)CCC)nc2ccccc21	i	16	0	1%	14%	-3%	6%	-16%	-5%	PMK inhibit pilot replicates=2.0;Spn MK inh pilot replicates=8.0;Spn DPM-DC inh pilot screen %=2.0
Cc1ccc(-c2noc(CN(C(=O)c3cccs3)C(C)C)n2)cc1	i	0	6	-7%	10%	-2%	-12%	1%	-13%
CCOC(=O)N1CCN(C(=O)c2ccc3c(=O)n(CCc4ccccc4)c(=O)[nH]c3c2)CC1	i	0	12	-14%	5%	5%	.	.	-7%	PMK inhibit pilot replicates=0.0;Spn MK inh pilot replicates=0.0;Spn DPM-DC inh pilot screen %=7.0
CCOC(=O)c1cnc(-n2nc(C)cc2C)nc1N1CC(C)OC(C)C1 (stereo unspecified)	i	17	12	-6%	7%	-7%	11%	18%	-11%	PMK inhibit pilot replicates=6.0;Spn MK inh pilot replicates=3.0;Spn DPM-DC inh pilot screen %=2.5
Cc1cc(NC(=O)CCN2C(=O)C3C4C=CC(C4)C3C2=O)c2ccccc2n1 (stereo unspecified)	i	13	0	2%	6%	1%	-1%	.	7%
CCn1c(C(O)c2cccc(OC)c2OC)nc2ccccc21 (stereo unspecified)	i	0	7	-16%	4%	-1%	6%	7%	-22%
Cc1cccc(N2CCN(c3cc(C)nc4nnnn34)CC2C)c1 (stereo unspecified)	i	9	0	-16%	0%	-13%	1%	-7%	-39%
O/N=C(/Cc1ccccn1)c1ccccc1	i	12	7	2%	10%	-1%	-5%	6%	-1%
New compounds follow.
SMILES	Spn DPM-DC inh	PMK inhibit	Spn MK inh	HPDE-C7 cytotoxicity	TNAP inhibition	Bfl-1 inhibitors	HT1080 cytotoxicity	LYP phosphatase	HPDE-C7K KRASV12	others
Fc1ccc(-n2[nH]nnc2=S)cc1N1CCCC1	i	0	13	-10%	11%	-3%	-6%	12%	1%
Cc1nnc(NC(=O)C2C3C=CC(O3)C2C(=O)O)s1 (stereo unspecified)	i	19	3	-6%	13%	3%	.	.	4%
Cn1c(N)c(C(=O)COC(=O)c2cccs2)c(=O)n(C)c1=O	i	15	0	.	.	.	-1%	-5%	.
Cc1nc(NC(=O)COC(=O)C(NC(=O)c2ccco2)C(C)C)c(Cl)cc1Cl (stereo unspecified)	i	17	4	2%	8%	-4%	-1%	7%	2%
Cc1ccc(C2/C(=C(/O)c3ccccc3)C(=O)C(=O)N2CCN2CCOCC2)o1 (stereo unspecified)	i	9	5	-8%	0%	-1%	0%	.	1%
CCc1cc2c(=O)n(Cc3ccco3)c(SCC(=O)N3CCCc4ccccc43)nc2s1	i	5	0	-5%	4%	2%	-2%	13%	-3%
CCOc1cc(C(=O)N(C)c2ccccc2)cc(OCC)c1OCC	i	0	5	-8%	17%	0%	0%	0%	5%	PMK inhibit pilot replicates=2.5;Spn MK inh pilot replicates=3.5;Spn DPM-DC inh pilot screen %=0.0
CCc1ccc(-c2nc(CN3CCC(C(=O)NCc4ccc(F)cc4)CC3)c(C)o2)cc1	i	10	2	-4%	-12%	-4%	5%	4%	2%
CC(C)Cn1c(N)c(C(=O)NCC2CCCO2)c2nc3ccccc3nc21 (stereo unspecified)	.	3	5	26%	-9%	-2%	0%	-2%	23%
CCOC(=O)C1CCCN(C(=O)c2ccco2)C1 (stereo unspecified)	i	10	3	-6%	8%	-2%	0%	6%	0%
O=C(Nc1ccc2c(c1)CCC2)C1CCN(c2ncccn2)CC1	i	19	0	8%	4%	-5%	14%	8%	-1%
CS(=O)(=O)N1CCC(C(=O)NCc2ccc(F)cc2Cl)CC1	i	7	0	-3%	5%	-2%	0%	-1%	-3%
COC(=O)c1sc2nc(-c3ccco3)ccc2c1N	+	0	18	-8%	2%	-2%	-2%	.	4%
CSc1ccc(S(=O)(=O)N2CCN(Cc3ccc4c(c3)OCO4)CC2)cc1	i	11	9	-13%	2%	-6%	.	-4%	-8%
CCOc1ccc(S(=O)(=O)Nc2cc(OC)ccc2OC)cc1	i	5	5	73%*	10%	-6%	60%*	-1%	76%*
O=c1[nH]c(-c2ccc(Cl)cc2)nc2c1cnn2-c1ccccc1	i	0	7	4%	14%	-2%	0%	0%	-7%
CCNC(=O)N1C(CC(=O)OCC)C(=O)NC2CCCCC21 (stereo unspecified)	i	0	0	8%	6%	-3%	0%	-2%	0%
Cc1ccc(NC(=O)CN(C)S(=O)(=O)c2cccc3cccnc23)cc1	i	0	1	0%	12%	0%	4%	-1%	0%
COc1ccc(-n2nc3c(c2NC(=O)C24CC5CC(CC(C5)C2)C4)CS(=O)C3)cc1 (stereo unspecified)	i	0	5	-19%	-3%	-9%	-5%	14%	-17%
CCOC(=O)C1C(=O)OC2(CCOC(C)(C)C2)C1C(=O)OCC (stereo unspecified)	i	6	8	-10%	10%	2%	-4%	19%	-7%
CC(C)(C)n1ncc2c(=O)n(CC(=O)N3CCCCCC3)cnc21	i	13	8	-10%	1%	-6%	-1%	3%	1%
CCCN1CCC(NC(=O)Nc2ccc(F)cc2F)CC1	i	1	11	-6%	-2%	-12%	6%	8%	7%
Cc1ccc(C2CC(C(F)(F)F)n3nc(C(=O)NCc4c(C)nn(C)c4C)c(Cl)c3N2)cc1 (stereo unspecified)	i	5	13	2%	6%	-2%	0%	-7%	10%
Cc1ccc(S(=O)(=O)N(C)Cc2cc3ccccc3[nH]c2=O)cc1	i	3	4	7%	14%	4%	3%	10%	15%	PMK inhibit pilot replicates=1.5;Spn MK inh pilot replicates=10;Spn DPM-DC inh pilot screen %=4.0
O=C(CSc1nc2ccccc2o1)Nc1nc2ccccc2s1	i	8	0	1%	10%	-10%	-1%	10%	7%
Additional structures follow:
SMILES	Spn DPM-DC inh	PMK inhibit	Spn MK inh	HPDE-C7 cytotoxicity	TNAP inhibition	Bfl-1 inhibitors	HT1080 cytotoxicity	LYP phosphatase	HPDE-C7K KRASV12	others
O=C(Oc1cccc(-n2cnnn2)c1)C1CCCCC1	i	13	9	4%	6%	2%	8%	.	5%
COC(=O)c1[nH]c(C)c(/C(O)=C2\C(=O)C(=O)N(CCN3CCOCC3)C2c2ccccc2OC)c1C (stereo unspecified)	i	5	0	8%	-3%	-7%	5%	4%	-4%
CCOc1cc(S(=O)(=O)n2c(C)nc3ccccc32)ccc1F	i	3	11	2%	10%	-1%	-5%	.	4%
CC1(C)Cc2c(sc3c2c(=N)n(Cc2ccco2)c(=O)n3Cc2ccc(F)cc2)CO1	i	0	9	6%	13%	-5%	-3%	-15%	4%
COC(=O)c1cc(NC(=O)CN2CCC(C(N)=O)(N3CCCCC3)CC2)cc(C(=O)OC)c1	i	1	12	-10%	1%	-1%	3%	-2%	-20%
CCN1CCN(c2nc3c(c(=O)[nH]c(=O)n3C)n2CCSc2nc3ccccc3s2)CC1	i	0	3	-5%	14%	0%	-1%	5%	4%	PMK inhibit pilot replicates=5.5;Spn MK inh pilot replicates=0.0;Spn DPM-DC inh pilot screen %=0.0
O=S(=O)(Nc1ccc(O)cc1)c1cccc2cccnc12	i	2	11	-3%	7%	-1%	8%	4%	3%
Cc1ccc(SC(C)c2nc(-c3ccccc3)no2)cc1 (stereo unspecified)	i	7	6	0%	20%	-2%	1%	7%	5%	PMK inhibit pilot replicates=0.0;Spn MK inh pilot replicates=0.0;Spn DPM-DC inh pilot screen %=0.0
Nc1nnn(Cc2ccccc2)n1	i	15	0	-25%	18%	6%	6%	10%	-12%	PMK inhibit pilot replicates=2.5;Spn MK inh pilot replicates=0.0;Spn DPM-DC inh pilot screen %=2.0

5 entries from above, sorted by molar mass, falling.
SMILES	Spn DPM-DC inh	PMK inhibit	Spn MK inh	HPDE-C7 cytotoxicity	TNAP inhibition	Bfl-1 inhibitors	HT1080 cytotoxicity	LYP phosphatase	HPDE-C7K KRASV12	others
Cc1ccc(C2CC(C(F)(F)F)n3nc(C(=O)NCc4c(C)nn(C)c4C)c(Cl)c3N2)cc1 (stereo unspecified)	i	5	13	2%	6%	-2%	0%	-7%	10%
CS(=O)(=O)N1CCC(C(=O)NCc2ccc(F)cc2Cl)CC1	i	7	0	-3%	5%	-2%	0%	-1%	-3%
Cc1nnc(NC(=O)C2C3C=CC(O3)C2C(=O)O)s1 (stereo unspecified)	i	19	3	-6%	13%	3%	.	.	4%
Fc1ccc(-n2[nH]nnc2=S)cc1N1CCCC1	i	0	13	-10%	11%	-3%	-6%	12%	1%
CN(C)CCCCCNCCCNC(=O)/C=N\O	i	0	0	-10%	6%	-10%	-2%	13%	-2%

Compounds as they come; 3.6% or so of the library scored in one or more.
